EphB4 antag: EphB4-ephrin-B2 interaction antagonists, primary screen, biochemical, TNYL-RAW peptide probe, fluorescence polarization | inhibition, % at 7 µM | hit rate 0.15% among 97,000 | AID 720, 2007 | Ephrin type-B receptor 4 (Homo sapiens), P54760 | EphB4 LBD / TNYL-RAW-Alexa532 peptide;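 active = inhibition above the screen-wide mean inhibition plus 3 SD, cut at about 15% in these data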;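 also: 0% = DMSO wells and 100% = excess unlabeled TNYL-RAW peptide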
Target sequence (P54760 whole entry, looked up, the tested form may be a part): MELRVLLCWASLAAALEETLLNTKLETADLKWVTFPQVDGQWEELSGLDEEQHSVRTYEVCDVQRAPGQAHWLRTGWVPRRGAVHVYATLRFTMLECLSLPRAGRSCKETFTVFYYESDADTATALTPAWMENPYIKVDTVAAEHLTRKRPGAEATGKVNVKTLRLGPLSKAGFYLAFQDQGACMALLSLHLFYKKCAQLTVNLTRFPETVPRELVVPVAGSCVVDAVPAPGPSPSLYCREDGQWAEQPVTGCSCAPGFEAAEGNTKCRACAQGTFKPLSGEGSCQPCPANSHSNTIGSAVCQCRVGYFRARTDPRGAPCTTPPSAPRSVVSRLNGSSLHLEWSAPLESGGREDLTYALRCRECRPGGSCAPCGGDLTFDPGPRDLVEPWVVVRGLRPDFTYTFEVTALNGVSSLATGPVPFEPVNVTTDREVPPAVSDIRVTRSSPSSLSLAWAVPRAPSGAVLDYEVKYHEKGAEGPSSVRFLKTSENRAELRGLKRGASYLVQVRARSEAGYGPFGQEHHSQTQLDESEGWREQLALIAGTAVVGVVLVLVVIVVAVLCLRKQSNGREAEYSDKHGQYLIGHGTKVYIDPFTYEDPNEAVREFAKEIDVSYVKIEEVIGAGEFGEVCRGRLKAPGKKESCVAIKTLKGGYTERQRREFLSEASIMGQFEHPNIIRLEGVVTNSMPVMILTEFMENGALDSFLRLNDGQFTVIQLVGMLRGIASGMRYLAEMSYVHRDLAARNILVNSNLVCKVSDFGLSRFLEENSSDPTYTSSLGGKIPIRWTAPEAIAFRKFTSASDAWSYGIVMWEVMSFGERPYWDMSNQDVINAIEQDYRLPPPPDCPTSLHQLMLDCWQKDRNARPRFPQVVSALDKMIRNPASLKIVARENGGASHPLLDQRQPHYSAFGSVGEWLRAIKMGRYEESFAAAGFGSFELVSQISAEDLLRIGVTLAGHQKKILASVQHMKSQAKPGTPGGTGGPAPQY
S1P2 agonist: S1P2 receptor agonists, primary screen, cell-based | Sphingosine 1-phosphate receptor 2 (Homo sapiens), O95136 | S1P2-expressing cell line, agonist reporter read-out | activation, % at 4.5 µM | hit rate 0.46% among 97,000; in the data active = activation above about 16%;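 also: 0% = vehicle low control and 100% = maximal reference agonist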
PLK1 PBD inh: Plk1 polo box domain binding inhibitors, primary screen, biochemical, fluorescence polarization | inhibition, %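 (tested at about 20 µM)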 | Plk1 PBD phosphopeptide binding | Serine/threonine-protein kinase PLK1 (Homo sapiens), P53350 | hit rate 0.13% among 97,000; in the data active = inhibition above about 34%, passing the limit was not always enough
FAK blocker: FAK kinase inhibitors, primary screen, biochemical | Focal adhesion kinase 1 (Homo sapiens), Q05397 | biochemical FAK kinase activity assay | inhibition, %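 (tested at 7 µM)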 | hit rate 0.84% among 97,000; in the data active = inhibition above about 19%;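 also: 0% = DMSO and 100% = reference compound high control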
PLAP activator: PLAP enzyme activators, biochemical, luminescence, HTS; purified PLAP enzyme, luminescent substrate read-out; active compounds read high; AID 696, 2007; activation fold at 20 µM; Alkaline phosphatase, placental type (Homo sapiens), P05187; hit rate 1.2% among 96,000; in the data active = activation fold above about 2
Rev-RRE block: HIV-1 Rev-RRE binding inhibitors, primary screen, biochemical, FRET, protein-RNA interaction; P05866; Rev peptide-RRE RNA binding; inhibition, % at 8 µM; hit rate 0.79% among 97,000; AID 704, 2007;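 active = inhibition above the screen-wide mean plus 3 SD, cut at about 35% in these data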;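 also: 0% = median DMSO wells and 100% = median Neomycin B control wells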
Target sequence (P05866 whole entry, looked up): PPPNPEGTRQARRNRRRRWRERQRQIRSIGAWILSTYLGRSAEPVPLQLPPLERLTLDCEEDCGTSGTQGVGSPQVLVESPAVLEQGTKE
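Test system: Cy5-tagged RRE RNA duplex with fluorescein-tagged Rev peptide | Read-out: % inhibition of FRET ratio versus controls | Probe or stimulus: Labelled Rev peptide | Incubation: 5 min RNA-compound premix plus 15 min binding step, 25 °C | Technique: FRET fluorescence readout | Benchmarks: DMSO low control, neomycin B high control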
MT1-MMP txn act: MT1-MMP promoter reporter activation – cell-based, luciferase luminescence, primary screen; HT1080 MT1-MMP promoter luciferase reporter, overnight; active compounds read high; activation factor at 10 µM; hit rate 0.16% among 86,000; AID 750, 2007;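 active = activation factor of at least 2 for MT1-MMP transcription at 10 µM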
S1P2 blocker: human S1P2 receptor antagonists, primary screen, cell-based. Sphingosine 1-phosphate receptor 2 (Homo sapiens), O95136. cell-based S1P2 antagonist assay, inhibition at 5 uM. inhibition, % at 5 µM. hit rate 0.21% among 97,000; in the data active = inhibition above about 45%;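 also: CRE beta-lactamase reporter cells expressing human S1P2 stimulated with S1P; 0% = agonist at EC80 alone and 100% = agonist plus reference antagonist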
PLK1 kinase inh: human PLK1 kinase inhibitors, primary screen, biochemical, TR-FRET. recombinant PLK1 kinase, TR-FRET peptide phosphorylation. inhibition, % at 10 µM. hit rate 0.53% among 97,000. AID 619, 2007;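 active = inhibition of 50% or more in the single-concentration screen; inactive = inhibition below 50%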;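 also: 0% = DMSO max control and 100% = H-89 dihydrochloride min control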
An asterisk follows results filed as active; x = no result given.

SMILES | EphB4 antag | S1P2 agonist | PLK1 PBD inh | FAK blocker | PLAP activator | Rev-RRE block | MT1-MMP txn act | S1P2 blocker | PLK1 kinase inh
O=C(NCc1ccc2c(c1)OCO2)C1CCCN(S(=O)(=O)c2cccnc2)C1 (stereo unspecified) | -3 | -5 | 31 | -5 | 1 | 4 | 1.2 | 8 | -3
Cc1cccc(N2CCN(C(=O)C(C)C)CC2)c1C | -4 | -6 | 4 | -1 | 1.1 | 1 | 1 | -7 | -8
Nc1nnc(-c2cccnc2)s1 | -4 | -10 | 28 | 4 | 0.9 | 0 | 1.1 | -5 | -3
Cc1cccc2sc(NC(=O)CN(C)S(=O)(=O)c3cccs3)nc12 | -1 | -2 | 3 | 7 | 1.1 | 11 | 1 | -9 | -5
Cc1[nH]c2ccccc2c1CCO | -3 | -5 | 16 | -4 | 1.1 | 7 | 1.2 | -12 | -10
Cc1ccccc1NC(=O)CC1SC(=O)N(c2ccccc2)C1=O (stereo unspecified) | 6 | -6 | -32 | -2 | 0.9 | -1 | 1.1 | -15 | 3
O=C(CSc1nc2ccccc2c(=O)n1C1CC1)NCc1ccccc1 | -11 | -5 | 23 | 2 | 0.9 | 0 | 1.2 | -11 | -5
CC1Oc2ccccc2N(CC(=O)N2CCCc3ccccc32)C1=O (stereo unspecified) | -1 | -4 | -2 | -3 | 1.1 | 3 | 1.1 | 4 | -2
Cn1cc(/C=N/n2cnc3scc(-c4ccccc4)c3c2=O)c2ccccc21 | -5 | -3 | -13 | 1 | 1.1 | 2 | 0.6 | -3 | 3
Cc1cccc(CSc2ncc(CO)n2C)c1 | -7 | -8 | 2 | -1 | 0.7 | 6 | x | -8 | -4
C=C(C)CSc1nc2nc(C)c(Br)cc2[nH]1 | -8 | 0 | 4 | 5 | 1.6 | 7 | 1.4 | -8 | -4
CC(C)OC(=O)C(C#N)c1nc2ccccc2nc1N1CCN(Cc2ccccc2)CC1 (stereo unspecified) | 5 | -3 | -4 | 2 | 1.2 | 14 | 1 | 12 | -8
Nc1ccc(C(=O)Nc2ccccc2C(=O)O)cc1 | 8 | -9 | 12 | -2 | 0.9 | 3 | 1 | 0 | -10
CC(C)Cn1c(-c2ccco2)csc1=Nc1cccnc1 | -5 | -1 | -11 | 2 | 1.2 | 1 | 1 | 2 | -14
Cc1cc(C)c(S(N)(=O)=O)c(C)c1-n1cnnn1 | -1 | -3 | 3 | 8 | 0.9 | 9 | 1 | -9 | -24
O=C(Nc1ccc2c(c1)oc1ccccc12)c1ccncc1 | 1 | -5 | -16 | 1 | 0.9 | 1 | 1.4 | 26 | -6
Cc1c(C#N)c(N=CN(C)C)c(C(=O)c2ccc(Br)cc2)n1-c1ccccc1 | 4 | 0 | -3 | -2 | 1.2 | 12 | 1 | -11 | 1
O=C(O)CSCc1cn2cc(Cl)ccc2n1 | -4 | -1 | 4 | -2 | 1.1 | 4 | 1 | -15 | -3
Nc1c(C(=O)c2cccs2)oc2ccccc12 | -2 | -3 | -2 | 3 | 0.7 | -2 | 1.6 | -17 | 7
Cc1cc(NC(=O)CSc2nnc(-c3ccoc3C)o2)no1 | -14 | -3 | 22 | -7 | 0.8 | -2 | 1.2 | -14 | -2
COC(=O)C1=C(C)OC(N)=C(C#N)C1c1ccc(OC)c(OC)c1OC (stereo unspecified) | 0 | -5 | -2 | -3 | 0.9 | 4 | 1.3 | 15 | 0
Cc1cc(C)c(OCC(=O)Nc2nnn(C)n2)c(Br)c1 | -1 | -6 | 14 | -2 | x | 0 | 1.1 | -10 | -4
O=C1/C(=C/c2ccncc2)SC(=S)N1C1CCS(=O)(=O)C1 (stereo unspecified) | 6 | -3 | -18 | -4 | 1.3 | 2 | x | 7 | 7
COc1ccc(CNC(=O)CCn2cccc2)cc1 | -2 | -3 | -10 | -1 | 1 | 5 | 1.3 | -15 | -4
O=C(CCn1c(=O)[nH]c2ccsc2c1=O)Nc1ccc(F)c(F)c1 | 1 | -3 | -6 | 2 | 0.9 | 5 | x | 13 | -13
CCc1ccc(NC(=O)CNS(=O)(=O)c2c(C)noc2C)cc1 | 0 | -10 | -44 | 4 | 1.2 | 0 | 1.2 | 3 | -3
Cc1ccc(-c2nnn(CC(=O)N3c4ccccc4CCc4ccccc43)n2)cc1 | -1 | -5 | 15 | 0 | x | 16 | 1.2 | -20 | -17
Cc1ccc(C(=O)N/C(=C\c2cccs2)C(=O)N2CCCCCC2)cc1 | -1 | -7 | 16 | -5 | 1 | 3 | 1.1 | 3 | -13
Cc1cccc(N2CCN(S(=O)(=O)c3ccc4c(c3)CCN4C(=O)CCC(=O)O)CC2)c1C | -5 | -3 | -21 | 0 | 1.3 | -1 | 1.1 | 10 | -10
O=C(Nc1nc2c(ccc3ccccc32)s1)c1ccco1 | -2 | -4 | -4 | 0 | 1.1 | 9 | 2.3* | 10 | -4
COc1ccccc1C(=O)NN1C(=O)C2C3C=CC(O3)C2C1=O (stereo unspecified) | 9 | -9 | -2 | -3 | 1 | 3 | x | -7 | -14
O=C(CCCC(=O)N(CC(=O)NC1CCCC1)Cc1ccc2c(c1)OCO2)Nc1ccccn1 | 2 | -3 | -11 | 1 | 1.5 | -1 | 1.2 | 12 | -10
CCN(CC)S(=O)(=O)c1ccc2nc(NC(=O)c3cccs3)sc2c1 | 1 | -3 | -23 | 1 | 0.9 | 4 | 1.3 | -19 | -8
COc1cc(NS(=O)(=O)c2ccc(NC(=O)NC3CCCCC3)cc2)nc(OC)n1 | -1 | 2 | 13 | 0 | 1.4 | -2 | 1.2 | -2 | -16
CN(CC(=O)N1CCN(c2ccccc2)CC1)S(=O)(=O)c1cnc[nH]1 | 4 | -2 | -32 | 0 | 1.2 | 8 | 1.2 | 23 | -16
CC1CC(C)CN(C(=O)Cn2c(=O)n(CCCCC(=O)NCc3ccco3)c(=O)c3ccccc32)C1 (stereo unspecified) | 2 | -7 | 8 | -2 | 1.2 | 4 | 1.3 | 10 | -17
Cc1ccc2[nH]c(-c3ccccc3)c(CN(C)C)c(=O)c2c1 | -2 | 2 | 6 | -4 | 1 | -1 | 1.3 | -8 | -2
COc1ccc(N2CCN(C(=O)CCCn3c(=O)[nH]c4ccsc4c3=O)CC2)cc1 | 1 | -3 | 2 | 3 | 1 | 2 | x | 12 | -7
CCC1=C/C(=C/N(C)c2ccccc2)C(=O)S1 | 5 | -3 | 2 | -1 | 1.2 | 16 | 1.5 | 14 | -10
CC1=C(C(N)=O)C(c2cccc(O)c2)n2nc(CCCO)nc2N1 (stereo unspecified) | -10 | -2 | 26 | -7 | 1.1 | 3 | 1 | 0 | -7
COc1ccccc1-n1c(CNc2ccc(F)cc2)nnc1SCC(=O)Nc1cc(C)on1 | 3 | -7 | 11 | -1 | x | 12 | 1.1 | 7 | -6
COc1cc(C(=O)OCC(=O)c2cc(C)n(C)c2C)cc(NC(=O)c2ccco2)c1OC | -5 | 3 | 20 | 1 | 1 | -6 | 1.1 | -18 | -8
O=C(COc1ccccc1)Nc1cccc(-c2nc3cc4ccccc4cc3[nH]2)c1 | 4 | -7 | -2 | 9 | 0.9 | 15 | x | 18 | -15
CCCNC(=O)C(=O)Nc1ccc(N(C)C)cc1 | 6 | -4 | -5 | 3 | x | -2 | 1.7 | -2 | -12
COc1ccc(NC(=S)Nc2cc(-c3ccccc3)[nH]n2)cc1Cl | -5 | -8 | 24 | 6 | 1 | -2 | x | -2 | -9
O=C(NC1CCCCC1)N1CCN(c2ccccc2)CC1 | 11 | -3 | -5 | 3 | x | 6 | 1.1 | 18 | -5
Cn1c(=O)oc2cc(S(=O)(=O)Nc3cccc(C(=O)O)c3)ccc21 | 0 | -7 | 27 | 2 | 1.2 | 5 | 1.3 | 1 | -14
CNC(=S)NNC(=O)Cc1ccc(OC)c(OC)c1 | -1 | -8 | 2 | -1 | 2.1* | 10 | x | 16 | -11
Cc1c(C(=O)Nc2ccc(F)cc2)oc2ccc(S(=O)(=O)N3CC(C)CC(C)C3)cc12 (stereo unspecified) | -1 | -5 | -8 | -1 | 1.6 | 2 | 1.2 | 4 | -4
CCCn1c(N2CCN(C(=O)N3CCCCC3)CC2)nc2ccccc21 | -11 | 1 | 11 | -1 | 1.6 | 0 | 1 | -6 | -13
Cn1c(=O)n(C)c2cc(C(=O)c3ccccc3)ccc21 | -4 | -3 | -13 | 0 | 1.2 | 12 | 1.2 | 14 | -6
CC(=O)C1=C(C)NC(SCC(=O)c2ccc(-c3ccccc3)cc2)=C(C#N)C1c1cccnc1 (stereo unspecified) | -5 | -10 | 14 | 1 | 1.2 | 12 | 1.3 | 33 | -11
Cc1cccc(N2CCN(CCNC(=O)c3cc4c(s3)CS(=O)(=O)C4)CC2)c1C | -2 | -2 | 19 | 0 | 1.5 | 3 | x | 0 | -4

Ordered by SMILES length (ascending): some entries from above.
SMILES | EphB4 antag | S1P2 agonist | PLK1 PBD inh | FAK blocker | PLAP activator | Rev-RRE block | MT1-MMP txn act | S1P2 blocker | PLK1 kinase inh
Nc1c(C(=O)c2cccs2)oc2ccccc12 | -2 | -3 | -2 | 3 | 0.7 | -2 | 1.6 | -17 | 7
O=C(Nc1nc2c(ccc3ccccc32)s1)c1ccco1 | -2 | -4 | -4 | 0 | 1.1 | 9 | 2.3* | 10 | -4
Cc1cc(C)c(S(N)(=O)=O)c(C)c1-n1cnnn1 | -1 | -3 | 3 | 8 | 0.9 | 9 | 1 | -9 | -24
Cc1cc(C)c(OCC(=O)Nc2nnn(C)n2)c(Br)c1 | -1 | -6 | 14 | -2 | x | 0 | 1.1 | -10 | -4
CC1Oc2ccccc2N(CC(=O)N2CCCc3ccccc32)C1=O (stereo unspecified) | -1 | -4 | -2 | -3 | 1.1 | 3 | 1.1 | 4 | -2
Cc1ccc2[nH]c(-c3ccccc3)c(CN(C)C)c(=O)c2c1 | -2 | 2 | 6 | -4 | 1 | -1 | 1.3 | -8 | -2
CN(CC(=O)N1CCN(c2ccccc2)CC1)S(=O)(=O)c1cnc[nH]1 | 4 | -2 | -32 | 0 | 1.2 | 8 | 1.2 | 23 | -16
COc1ccccc1-n1c(CNc2ccc(F)cc2)nnc1SCC(=O)Nc1cc(C)on1 | 3 | -7 | 11 | -1 | x | 12 | 1.1 | 7 | -6
COc1ccc(N2CCN(C(=O)CCCn3c(=O)[nH]c4ccsc4c3=O)CC2)cc1 | 1 | -3 | 2 | 3 | 1 | 2 | x | 12 | -7
COc1cc(C(=O)OCC(=O)c2cc(C)n(C)c2C)cc(NC(=O)c2ccco2)c1OC | -5 | 3 | 20 | 1 | 1 | -6 | 1.1 | -18 | -8
Cc1c(C(=O)Nc2ccc(F)cc2)oc2ccc(S(=O)(=O)N3CC(C)CC(C)C3)cc12 (stereo unspecified) | -1 | -5 | -8 | -1 | 1.6 | 2 | 1.2 | 4 | -4
Cc1cccc(N2CCN(S(=O)(=O)c3ccc4c(c3)CCN4C(=O)CCC(=O)O)CC2)c1C | -5 | -3 | -21 | 0 | 1.3 | -1 | 1.1 | 10 | -10
CC(=O)C1=C(C)NC(SCC(=O)c2ccc(-c3ccccc3)cc2)=C(C#N)C1c1cccnc1 (stereo unspecified) | -5 | -10 | 14 | 1 | 1.2 | 12 | 1.3 | 33 | -11

From PubChem BioAssay

Hits appear at their usual frequency (roughly 3.9% active in at least one column).
